SRC1 TRFRET art: TR-FRET detection interference compounds, primary screen, artefact control for PPARgamma SRC-1 recruitment agonists, biochemical, TR-FRET emission ratio. TR-FRET detection artefact counter-screen; stronger effect = higher value. TR-FRET ratio at 8 µM. 99,000 compounds, 0.34% hits; in the data active means TR-FRET ratio above about 2300; further: inactives centre near 1800
SRC3 TRFRET art: TR-FRET detection interference compounds, artefact control for PPARgamma SRC-3 recruitment agonists, biochemical, TR-FRET ratio; TR-FRET artefact counter-screen, PPARgamma/SRC-3 format; stronger effect = higher value; TR-FRET ratio at 8 µM; 99,000 compounds, 0.39% hits; in the data active means TR-FRET ratio above about 2000; further: inactives centre near 1600
Numbers without * were called inactive. A portion of the library. The share of hits here may be higher or lower than overall.

structure	SRC1 TRFRET art	SRC3 TRFRET art
CC1CN(C)C(C)C/C1=N\Oc1ccc([N+](=O)[O-])cc1 (centres undefined)	1733	1666
O=C(CN1CCCCC1)N/N=C/c1ccccc1OCc1ccccc1	1694	1588
COC(=O)Cc1cc(=O)[nH]c(/N=C(\N)Nc2cccc(C)c2)n1	1571	1459
CCOc1ccccc1OCCCC(=O)N1CCN(S(=O)(=O)c2ccc(C)cc2)CC1	1825	1633
CCc1nnc(NC(=O)CSc2nnc(-c3cccnc3)n2C)s1	1765	1493
CCOC(=O)C1=C(O)/C(=C/c2ccc(OCC(=O)O)c(OCC)c2)SC1=Nc1ccc(OC)cc1	1894	1596
Cc1ccc(P(=O)(CSC(=N)N)c2ccc(C)cc2)cc1	1839	1595
NC(=O)c1ccsc1NC(=O)COC(=O)COc1ccccc1F	1812	1576
Cc1cc(Nc2nc3ccccc3[nH]c2=O)n(-c2ccccc2)n1	2021	1661
COc1ccccc1NS(=O)(=O)c1cc(NC(=O)CCNC(C)=O)ccc1C	1733	1569
CCOc1ccc(OCCCCn2cnc3ccccc3c2=O)cc1	1642	1463
COc1ccc(-c2nn(-c3ccccc3)cc2C(=O)NC(=S)NNC(=O)c2ccncc2)cc1	2164	1743
O=[N+]([O-])c1ccc(Oc2ccc(S(=O)(=O)Nc3ccccc3)cc2)cc1	1566	1517
CN(C)CCCN(Cc1cc2cc3c(cc2[nH]c1=O)OCO3)C(=S)NCc1ccco1	1855	1553
Cc1ccc(CCNC(=O)C2CCN(c3nn4c(=O)cc(C)nc4s3)CC2)cc1	1778	1639
Cc1ccc(C)c(NC(=O)C(Sc2ncnc3ccccc23)c2ccccc2)c1 (centres undefined)	1766	1559
Nc1cc(=O)[nH]c(SCC(=O)N2CCN(S(=O)(=O)c3ccc4ccccc4c3)CC2)n1	1915	1470
CC(=O)Oc1cc(C(C)C)c(OCCN(C)C)cc1C	1829	1567
Cc1cc(-c2n[nH]c(=S)n2/N=C/c2sccc2C)n[nH]1	1502	1506
COc1ccc(C(=O)C23CC4CC(C2)CC(C(=O)c2ccc(OC)cc2)(C4)C3)cc1	1700	1725
CC(NC(=O)C12CC3CC(CC(C3)C1)C2)C(=O)N/N=C/C1=C(N2CCOCC2)C(=C\c2ccccc2)/CC1 (centres undefined)	1893	1686
Cn1cc(CNCCCn2ncc3ccccc32)c(-c2ccccc2F)n1	2166	1948
CC(C)(C)NC(=O)CC1C(=O)NCCN1Cc1c(F)cccc1Cl (centres undefined)	1602	1235
CCOC(=O)C(Cc1ccc(OC)c([N+](=O)[O-])c1)NC(=O)CCC(=O)Nc1ccc(C)cc1 (centres undefined)	2108	1426
Cc1cc(NC(=O)c2sc(Nc3cccc(C(F)(F)F)c3)nc2N)no1	1748	1845
CC(C)c1ccc(/C=N/NC(=O)c2cccc(Cl)c2)cc1	2011	1697
COc1c(Cl)cc(Cl)cc1C(=O)Nc1ccc(C(=O)O)cc1	1865	1793
COc1ccc(-n2cnnc2SCC(=O)Nc2cccc([N+](=O)[O-])c2)cc1	1886	1623
CCCC(O)(CCC)C(=O)NN(C(=O)CCl)c1cccc(C)c1	1717	1650
C=CCc1ccccc1OCC(=O)N/N=C/c1ccccc1OCC	1672	1303

Part of the list above in order of SMILES length, largest number first.
structure	SRC1 TRFRET art	SRC3 TRFRET art
CCOC(=O)C1=C(O)/C(=C/c2ccc(OCC(=O)O)c(OCC)c2)SC1=Nc1ccc(OC)cc1	1894	1596
Nc1cc(=O)[nH]c(SCC(=O)N2CCN(S(=O)(=O)c3ccc4ccccc4c3)CC2)n1	1915	1470
COc1ccc(C(=O)C23CC4CC(C2)CC(C(=O)c2ccc(OC)cc2)(C4)C3)cc1	1700	1725

More entries follow.
structure	SRC1 TRFRET art	SRC3 TRFRET art
Cc1cccc(NC(=O)NNC(=O)c2cc3ccccc3cc2O)c1C	1607	1567
COc1ccccc1NC(=S)N1CCN(C(c2ccccc2)c2ccccc2)CC1	1851	1462
CC(CC(=O)Nc1cccnc1)c1ccccc1 (centres undefined)	1804	1480
Cc1nn(C)c(C(=O)Nc2ccn(C34CC5CC(CC(C5)C3)C4)n2)c1[N+](=O)[O-]	1775	1525
Cc1cccn2c(=O)c(C=O)c(N3CCN(c4ccc(F)cc4)CC3)nc12	1951	1759
CCOC(=O)c1ccc(NC(=O)N2CCN(C(=O)C3CCCO3)CC2)cc1 (centres undefined)	1884	1576
COc1ccccc1NC(=O)Nc1nnc(CC(=O)Nc2ccccc2)s1	1732	1575
CCOC(=O)C1=C(C(F)(F)F)Nc2ncnn2C1c1cccc(OC)c1OC (centres undefined)	1638	1541
CCN(CC)CCCNC(=O)C1c2ccccc2C(=O)N(CCOC)C1c1ccc(F)cc1 (centres undefined)	1534	1479
CCCCNC(=O)COC(=O)CCC(=O)c1ccc(Cl)cc1	1753	1590
CC(Oc1ccc(Cl)cc1Cl)c1ccn[nH]1 (centres undefined)	1647	1398
O=C(Nc1cn(-c2ccccc2)nc1-c1ccc(Cl)cc1)c1ccccc1	1524	1570
C=C(C)c1cccc(C(C)(C)NC(=O)NC2CCCC2)c1	1650	1376
C[n+]1ccc(C(=O)NCCC[N+](C)(C)C)cc1/C=N/O	1729	1682
CNC(CC(=O)c1ccc([N+](=O)[O-])cc1)C(Cl)(Cl)Cl (centres undefined)	1622	1388
Cc1ccc(/C([O-])=C(/C(=S)NCc2ccc3c(c2)OCO3)[n+]2ccc(N(C)C)cc2)c(C)c1	1943	1707
COc1ccc2c(c1)C(c1ccc(N3CCOCC3)cc1)=NNC(c1cccnc1)=N2	1629	1627
[O-][n+]1cccc2ncc3cscc3c21	1803	1613
S=C(NCC1CCCO1)NC1CCCC1 (centres undefined)	1874	1508
COc1ccc(CCCC(=O)NC(C)c2ccccc2)cc1 (centres undefined)	1958	1589
CCCCNC(=O)Nc1nnc(SCC(=O)OCC)s1	1800	1703
COC(=O)/C=C1\SC(=Nc2ccc(Cl)c(Cl)c2)NC1=O	2062	1516
COc1ccc(C(C)=O)cc1CSc1nnc(C)n1-c1ccccc1	1729	1508
O=C(N/N=C/C=C\c1ccccc1[N+](=O)[O-])c1cc(-c2ccccc2)nc2ccccc12	1997	1613
O=C(NCCCCc1ccccc1)c1cccc([N+](=O)[O-])c1	1927	1535
Cc1ccnc(N2C(=O)c3ccccc3C2Nc2ccccc2Cl)c1 (centres undefined)	1851	1479
O=C(c1ccccc1)C(C(=O)N1CCc2ccccc2C1)n1ccccc1=O (centres undefined)	1865	1743
Cc1ccc2c(c1)N(CCCC(=O)NCc1ccc3c(c1)OCO3)C(=O)CO2	1598	1591
CCCCN(C(=O)CNC(=O)c1cccs1)C(C(=O)NC1CCCC1)c1ccncc1 (centres undefined)	1902	1475
COc1ccc(Cl)cc1NC(=S)NCc1ccccn1	1804	1466
COc1ccc(-c2ccc3ccccc3n2)cc1OC	1734	1724
Cc1nnn(-c2nonc2N)c1C(=O)N/N=C/c1ccccc1O	1813	1527
O=C(CCn1cnc(-c2ccccc2)c1-c1ccccc1)N/N=C/c1ccc(O)cc1	1904	1791
C[C@]12CC[C@@H]3c4ccc(O)cc4CC[C@H]3[C@@H]1CCC2=O	1687	1725
CCOC(=O)C1(CCOc2ccccc2)CCN(Cc2cnc(C)s2)CC1	1790	1828
COc1cccc(CNC(=O)CCC2CCCN(c3cc(C)nc(N)n3)C2)c1 (centres undefined)	1959	1680
Cc1cc(NC(=O)c2noc3c2CCCC3)n(-c2ccccc2)n1	1735	1608
CC(C)[C@H](NS(=O)(=O)c1cccc(Cl)c1)C(=O)OCC(=O)N1CCN(c2ccccc2)CC1	1764	1631
Cc1ccc(NC(=O)COC(=O)CNC(=O)c2cccc([N+](=O)[O-])c2)cc1S(=O)(=O)N1CCCCCC1	1725	1695
COc1ccc(NC(=O)CN(c2cc(C)cc(C)c2)S(=O)(=O)c2c(C)noc2C)cc1OC	1859	1661
CC(C)Oc1ccc(C(=O)NC2(C(F)(F)F)NC(=O)N(CCCc3ccccc3)C2=O)cc1 (centres undefined)	1705	1562
C/C(=N\NC(=O)CNC(=O)c1ccncc1)c1ccc(C)cc1	2002	1601
O=C(c1ccc(Cl)cc1)c1cc([N+](=O)[O-])ccc1N1CCOCC1	1611	1581
NNC(=O)c1cccc(COc2ccc3c(c2)CCC3)c1	1839	1552
CCOC(=O)N/N=C/c1cc(C)n(-c2cccc3ccccc23)c1C	2205	1552
O=C(O)CC/C(=C\c1cccc(NC(=O)c2ccccc2Cl)c1)c1nc2ccccc2s1	1803	1708
COC(=O)C1=C(C)N(Cc2ccco2)C(=O)/C1=C\c1ccc(N(C)C)cc1	1580	1492
CC(C)c1ccc(NC(=O)NCc2ccc(F)cc2)cc1	2115	1666
O=C(CC1SC(=NCCc2ccccc2)N(/N=C/c2cccs2)C1=O)Nc1ccc(Cl)cc1 (centres undefined)	1804	1637
CSCC[C@H](NC(=O)Nc1ccc(C)cc1)C(=O)O	1814	1703
CCCCNC(=O)C(Sc1ccccc1)c1ccccc1 (centres undefined)	1785	1508
Cc1ccc(CSCC(=O)NCc2ccco2)cc1	1833	1556
CC(=O)N/C(=C/c1ccc2c(c1)OCO2)C(=O)Nc1ccccc1	1809	1626
Cc1ccc(S(=O)(=O)Nc2ccc(N3CCOCC3)nc2)cc1	2018	1728
CC(=O)OC1C(N2CCCCC2)c2c(ccc(/C=C/C(=O)N3CCCCC3)c2O)OC1(C)C (centres undefined)	1761	1375
COC(=O)c1cc(OC)c(OC)cc1NC(=O)Nc1cccc(C(C)=O)c1	1647	1355
Cc1cc(CNC(=S)Nc2cccc(Cl)c2Cl)nn1C	2117	1601
CC1CCCCC1NC(=O)C1Cc2ccccc2CN1S(C)(=O)=O (centres undefined)	1647	1452
COc1ccc(/C=C/C(=O)NC(=S)NN2CCCCC2c2cccnc2)cc1OC (centres undefined)	1531	1631
Cc1ccc(OCC(=O)Nc2nnc(C3CCCO3)s2)c(Br)c1 (centres undefined)	1784	1392

(listing goes on)
structure	SRC1 TRFRET art	SRC3 TRFRET art
Cc1ccccc1OCCNc1cc(N2CCN(CCO)CC2)ccc1[N+](=O)[O-]	1765	1758
COc1ccc(N2CCN(C(=O)CSc3nnc(NC(=O)C4CC4)s3)CC2)cc1	1837	1785
CCCC(c1nnnn1CCOC)N1CCN(c2cccc(OC)c2)CC1 (centres undefined)	1766	1756
CC(C)(C)C(=O)Nc1cccc(C(=O)Nc2cc(C(=O)O)cc(C(=O)O)c2)c1	1663	1527
N#C/C(=C(/O)COC(=O)c1ccc(Cl)c(S(=O)(=O)N2CCOCC2)c1)c1nc2ccccc2[nH]1	1792	1490
CCOC(=O)c1ccc(NC(=S)N2CCC(C(N)=O)CC2)cc1	1781	1725
COC(=O)c1cn(NC(=O)Cc2c(F)cccc2Cl)c(=O)c2ccccc12	1746	1482
CC(C)CCN1CCN(Cc2ccc3nsnc3c2)CC1CCO (centres undefined)	1667	1689
CCC(C)(c1nnnn1-c1c(C)cccc1C)N(N=O)c1cccc(C(F)(F)F)c1 (centres undefined)	2233	1674
CCc1cccc(C)c1NC(=O)CO/N=C(\N)CC(=O)NC1CCCCC1	1584	1475
CC(=O)Nc1ccc(SCC(=O)Nc2ccc(Cl)cn2)cc1	1849	1573
CCN1CCN(C(=O)CCc2nnc(CCCCc3ccccc3)o2)[C@@H](C)C1=O	1845	1620
CCSc1nc2ccccc2c(=O)n1-c1c(C)n(C)n(-c2ccccc2)c1=O	2117	1721
O=C(OCc1nc2ccccc2s1)c1cccc(N2C(=O)CCC2=O)c1	1692	1506
Cc1ccc(NS(=O)(=O)c2ccc3[nH]c(=O)[nH]c3c2)c(C)c1	1770	1526
O=c1[nH]c(-c2ccccc2O)nc2c1CCCC2	2029	1704
Cc1ccc(S(=O)(=O)N2CCN(C(=O)c3ccc(Cl)nc3)CC2)cc1	1821	1623
COc1cccc(C2C(C#N)=C(N)SC(c3ccccc3)C2[N+](=O)[O-])c1 (centres undefined)	2126	1776
CC(=O)Nc1ccc(Sc2ncnc3scc(-c4ccccc4)c23)cc1	1818	1715
N#Cc1ccc(NC(=O)CCc2nc3ccccc3s2)cc1	1523	1305
Cc1ccc(C(=O)NCCc2cccs2)cc1	1782	1446
CCN1CCc2c(OCC(=O)N3N=C(c4cccs4)CC3c3ccc(F)cc3)cccc2C1=O (centres undefined)	2105	1633
CCCCCCc1cc2cc(S(=O)(=O)c3ccc(Cl)cc3)c(=O)oc2cc1O	1762	1560
Cn1ncc2c(NNC(=O)Cc3cccc4ccccc34)ncnc21	1682	1468
O=C(CC12CC3CC(CC(C3)C1)C2)NC(=S)NCc1ccco1	1875	1511
Cc1cc(NC(=O)c2c(F)cccc2Cl)no1	1830	1458

Random excerpt: 7 compounds from above, in no set order.
structure	SRC1 TRFRET art	SRC3 TRFRET art
COc1cccc(C2C(C#N)=C(N)SC(c3ccccc3)C2[N+](=O)[O-])c1 (centres undefined)	2126	1776
Cc1ccc(S(=O)(=O)N2CCN(C(=O)c3ccc(Cl)nc3)CC2)cc1	1821	1623
CC(C)CCN1CCN(Cc2ccc3nsnc3c2)CC1CCO (centres undefined)	1667	1689
COC(=O)c1cn(NC(=O)Cc2c(F)cccc2Cl)c(=O)c2ccccc12	1746	1482
CCN1CCc2c(OCC(=O)N3N=C(c4cccs4)CC3c3ccc(F)cc3)cccc2C1=O (centres undefined)	2105	1633
N#Cc1ccc(NC(=O)CCc2nc3ccccc3s2)cc1	1523	1305
CCN1CCN(C(=O)CCc2nnc(CCCCc3ccccc3)o2)[C@@H](C)C1=O	1845	1620

Compound activity deposited in PubChem by The Scripps Research Institute Molecular Screening Center.
